TNFa cytotox: HUVEC cytotoxicity counter-screen, TNF alpha stimulated | HUVEC TNFalpha-stimulated, Hoechst cell count, imaging | 0.17% of 93,000 active | cell count reduction, % at 2 µM;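 active means cell count reduction exceeding the screen mean by over 5 SD, scaled to untreated wells per plate, cut at about 78% in these data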;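 further: cells counted after 24 h of TNF alpha exposure following the 1 h pretreatment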
CYP2C19 inh: blocks human cytochrome P450 2C19 | P33261 | 21% of 96,000 active | inhibition, % at 5 µM | CYP2C19 Supersomes, luciferin-H EGE luminescence, 30 min;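 active means CYP2C19 inhibition above a set limit at 5 µM in the primary screen, cut at about 50% in these data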;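 further: plate controls were negative control wells for no effect and 2.5 mM tranylcypromine positive control for full effect; values of inactives mirror those of a sister screen read the other way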
hDAT+cocaine: human DAT dopamine uptake with cocaine, either direction; Q01959; LLC-PK1 hDAT cells, [14C]-dopamine uptake with cocaine IC80; actives deviate in either direction; B-score at 10 µM; 1.3% of 110,000 active; AID 449768;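 active means Z score or B-score, a plate-position-corrected score, falls beyond the plate's 99.7% confidence bounds, in either direction; inactive means both scores lie inside the 99.7% bounds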;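 further: scored against the spread of the other compound wells on the same plate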
Target sequence (Q01959 whole entry, looked up): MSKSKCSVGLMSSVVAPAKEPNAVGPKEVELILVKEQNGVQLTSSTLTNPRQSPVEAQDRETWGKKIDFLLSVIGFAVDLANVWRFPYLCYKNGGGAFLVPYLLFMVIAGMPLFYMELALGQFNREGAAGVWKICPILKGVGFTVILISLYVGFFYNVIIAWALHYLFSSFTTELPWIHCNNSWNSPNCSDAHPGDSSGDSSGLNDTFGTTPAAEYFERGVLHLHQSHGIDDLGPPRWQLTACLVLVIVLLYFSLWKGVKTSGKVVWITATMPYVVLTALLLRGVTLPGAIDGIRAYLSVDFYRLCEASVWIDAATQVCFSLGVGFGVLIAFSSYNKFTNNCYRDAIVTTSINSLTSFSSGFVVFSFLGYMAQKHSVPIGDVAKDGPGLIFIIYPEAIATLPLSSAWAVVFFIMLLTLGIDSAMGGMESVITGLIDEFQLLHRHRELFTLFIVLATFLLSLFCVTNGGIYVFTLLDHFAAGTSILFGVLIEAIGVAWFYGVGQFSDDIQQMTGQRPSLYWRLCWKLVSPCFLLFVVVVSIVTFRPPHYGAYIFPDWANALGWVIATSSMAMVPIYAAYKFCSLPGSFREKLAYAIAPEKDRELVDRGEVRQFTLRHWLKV
CYP2C9 act: increases human cytochrome P450 2C9 activity; 1.4% of 96,000 active; activation factor at 5 µM; P11712; recombinant CYP2C9, luciferin-H conversion, luminescence; stronger effect = higher value; factor 1 = untreated enzyme, 0 = blocked;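 active means activation factor of 2 or more for CYP2C9 at a 5 µM dose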;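 further: 0 = sulfaphenazole-blocked wells and 1 = vehicle-only wells; values of inactives mirror those of a sister screen read the other way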
Target sequence (P11712 whole entry, looked up): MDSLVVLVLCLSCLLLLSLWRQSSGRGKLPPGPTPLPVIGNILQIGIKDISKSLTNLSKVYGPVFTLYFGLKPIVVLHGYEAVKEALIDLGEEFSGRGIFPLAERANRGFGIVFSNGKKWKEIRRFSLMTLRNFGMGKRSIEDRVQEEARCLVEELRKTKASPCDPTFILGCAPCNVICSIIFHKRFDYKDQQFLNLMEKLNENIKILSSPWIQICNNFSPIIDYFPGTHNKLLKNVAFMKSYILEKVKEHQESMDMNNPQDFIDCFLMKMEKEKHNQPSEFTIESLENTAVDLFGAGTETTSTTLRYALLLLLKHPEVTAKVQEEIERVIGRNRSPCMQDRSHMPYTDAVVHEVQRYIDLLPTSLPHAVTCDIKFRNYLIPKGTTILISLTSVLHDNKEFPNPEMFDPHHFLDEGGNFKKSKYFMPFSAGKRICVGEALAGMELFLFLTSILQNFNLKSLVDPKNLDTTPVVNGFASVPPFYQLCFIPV
CYP2C19 act: increases human CYP2C19 enzyme activity; 96,000 tested, under 10 active; P33261; recombinant CYP2C19, luciferin-H EGE luminescence; stronger effect = higher value; 0 = fully inhibited enzyme, 1 = untreated enzyme; AID 1025; activation factor at 5 µM;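 active means activation factor of at least 2 at 5 µM in the primary screen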;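 further: 0 = wells with 2.5 mM tranylcypromine and 1 = vehicle-only wells; values of inactives mirror those of a sister screen read the other way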
CYP2C9 inh: human CYP2C9 inhibition | 20% of 96,000 active | CYP2C9 Supersomes, luciferin-H conversion, luminescence | inhibition, % at 5 µM;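 active means blocking of liver enzyme CYP2C9 beyond about 50% at 5 µM, limit read from the data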; further: values of inactives mirror those of a sister screen read the other way
VCAM1 TNFa inh: reduces TNF alpha induced VCAM1 expression in HUVEC. HUVEC TNFa-induced VCAM-1 immunofluorescence, high-content imaging. inhibition, % at 2 µM. 0.48% of 95,000 active. AID 802;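 active means inhibition above the batch mean plus 3 SD, with images confirmed as a hit by eye, cut at about 37% in these data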;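 further: 0% = TNF-stimulated DMSO wells and 100% = unstimulated control wells; not every result past the cut was called active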
Calb biofilm kill: kills Candida albicans biofilms. inhibition, % at 6 µM. AID 834. 0.14% of 85,000 active. C. albicans biofilm + clotrimazole, Alamar Blue;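 active means inhibition above 20%; inactive means inhibition below 20%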;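 further: preformed 24 hr biofilms exposed to compound for 48 hr; 0% = biofilm without compound and 100% = blank killed by clotrimazole plus chlorhexidine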
HUVEC tox IL1B: HUVEC cytotoxicity counter-screen, IL-1B stimulated | HUVEC cell count loss, Hoechst imaging | cell count reduction, % at 2 µM | 0.41% of 94,000 active;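 active means cell count reduction more than 3 SD above the screen-wide mean, cut at about 70% in these data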;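 further: normalized per plate to untreated control cells as the no-loss baseline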
Starred values were filed as active, the others as inactive; / = no result given.

#	SMILES	TNFa cytotox	CYP2C19 inh	hDAT+cocaine	CYP2C9 act	CYP2C19 act	CYP2C9 inh	VCAM1 TNFa inh	Calb biofilm kill	HUVEC tox IL1B
1	CCOc1ccc(C2c3c(oc4ccccc4c3=O)C(=O)N2CCCN2CCOCC2)cc1OCC (stereo unspecified)	/	12	-0.23	1	0.9	5	/	13	/
2	CN(C)S(=O)(=O)c1ccc(C(=O)OCCCN=C2NS(=O)(=O)c3ccccc32)cc1	-20	16	-0.43	0.5	0.8	47	21	0	8
3	Cc1ccc(N2C(=O)CC(NCc3ccc4c(c3)OCO4)C2=O)cc1Cl (stereo unspecified)	-20	85*	-9.3e-05	0.2	0.2	76*	-1	6	-4
4	COc1ccccc1OCCNc1nc2c(c(=O)n(C)c(=O)n2C)n1C	/	/	1.9	/	/	/	-28	-1	-18
5	Cc1cccc(N(CC(=O)NCCC2=CCCCC2)S(C)(=O)=O)c1C	11	56*	0.23	0	0.4	95*	17	-2	13
6	CCn1ncc(C2=NOC(C(=O)Nc3ccc4c(c3)OCO4)C2)c1C (stereo unspecified)	/	56*	0.54	0.7	0.4	28	/	6	/
7	COc1ccccc1OCCNC(=O)c1ccccc1C	-18	47	-0.17	1.6	0.5	-61	12	11	-21
8	COc1ccc(OC)c(NC(=O)CSc2ncnc3c2cnn3-c2ccccc2Cl)c1	/	/	-0.59	/	/	/	-9	0	-40
9	O=C(Nc1ccc(Br)cc1F)c1ccc2c(c1)N(Cc1ccccc1)C(=O)CS2=O (stereo unspecified)	12	/	0.95	/	/	/	8	/	-2
10	CC(=O)c1ccc(NC(=O)c2cccs2)cc1	-10	23	0.88	0.7	0.8	32	6	5	-2
11	Cc1ccccc1-c1nc(CS(=O)(=O)CC(=O)NCCN2CCOCC2)c(C)o1	/	-12	-0.51	0.9	1.1	7	/	8	/
12	COc1cc(-c2nnc(-c3ccccc3)o2)cc(OC)c1OC	-6	/	0.17	/	/	/	-15	6	-8
13	O=C1C(=O)N(c2cccc(Cl)c2)C(c2ccccc2[N+](=O)[O-])/C1=C(\O)c1ccccc1 (stereo unspecified)	2	10	-1	0.1	0.9	86*	6	/	-26
14	COc1ccc2oc(=N)c(-c3nnc4n3CCCCC4)cc2c1	-5	-9	1.4	0.9	1.1	13	0	-1	0
15	CCN(Cc1ccccc1)Cc1c(C)[nH]c2c(C)c(C)ccc2c1=O	-30	5	/	0.9	1	9	7	0	-10
16	COc1ccc(-c2cc(C(F)(F)F)nc(-n3cncn3)n2)cc1	-50	4	-0.29	0.9	1	7	7	10	-5
17	COC(=O)c1cc2sccc2n1CC(=O)N1CCCc2ccccc21	-11	83*	-0.56	0.3	0.2	69*	12	0	11
18	COc1ccc(S(=O)(=O)NCCc2c(C)nn(C)c2Oc2ccccc2)cc1	/	87*	0.2	0.5	0.1	48	/	/	/
19	Cc1ccc(C(C(=O)NC2CCCCC2)N2CCOCC2)cc1 (stereo unspecified)	-15	0	0.11	1.3	1	-28	6	11	7
20	CC(=O)c1cc(C)ccc1OC(=O)CCN1C(=O)C2C3c4ccccc4C(c4ccccc43)C2C1=O (stereo unspecified)	-1	23	0.064	0.9	0.8	6	-7	/	9
21	O=C(Nc1nonc1NC(=O)C1CCCCC1)C1CCCCC1	-24	14	0.33	0.7	0.9	27	3	6	-8
22	N#Cc1nc(Cc2cccc3ccccc23)oc1N1CCCCC1	-16	32	0.00045	0.8	0.7	18	10	2	10
23	O=C(NCCc1ccccc1)/C(=N\O)c1ccccc1	-10	39	/	0.8	0.6	19	-8	8	-1
24	N#Cc1ccccc1CSc1nc(N2CCCCC2)nc(N2CCCCC2)n1	35	10	1.1	0.5	0.9	49	10	7	-21
25	CC(C)(C)c1ccc(OCCNC(=O)c2ncn[nH]2)cc1	-35	75*	0.029	0.5	0.2	53*	-1	/	-17
26	CCOc1ccc(C(=O)c2cc([N+](=O)[O-])ccc2Cl)cc1	1	34	-1.7	0.2	0.7	76*	-14	/	10
27	O=C(Nc1ccc(Cl)cn1)c1cccc(S(=O)(=O)N2CCOCC2)c1	-20	-22	0.7	0.7	1.2	29	14	5	-3
28	Cc1ccc(SCC2CNc3nc4ccccc4c(=O)n32)c(C)c1 (stereo unspecified)	-31	14	0.0079	1	0.9	4	14	/	-5
29	Fc1ccc(C(c2nnnn2CCc2ccccc2)N2CCCc3ccccc32)cc1 (stereo unspecified)	7	26	-1.3	0.6	0.7	36	-5	0	-13
30	CS(=O)(=O)N(Cc1ccc(F)cc1)Cc1nc2ccccc2c(=O)[nH]1	11	31	-0.5	0.9	0.7	5	17	-3	-12
31	Cc1nc2cc(-c3ccccc3)nn2c(C)c1CCC(=O)NCc1ccco1	-3	56*	-1	0.5	0.4	52*	-16	5	-6
32	COc1ccc(-c2onc(C)c2-c2ccccc2)c(O)c1	-6	96*	-0.5	0.6	0	41	-1	8	-30
33	Cc1cccc(Nc2nnc(C)c(=O)n2N)c1	2	-7	-0.057	1.1	1.1	-8	0	/	-10
34	ClC(=C\c1ccccc1)/C=N/N1CCN(c2ccccn2)CC1	-11	-7	-0.38	1	1.1	-5	-20	/	5
35	CCOc1ccc2[nH]c(=O)c(CN(CC3CCCN3CC)C(=O)NCc3ccccc3)cc2c1 (stereo unspecified)	/	19	0.77	0.8	0.8	20	/	1	/
36	CC(C)OC(=O)CSc1nnc(SCc2cccc3ccccc23)s1	13	71*	-0.26	0.8	0.3	18	5	-8	-39
37	Cc1ccc(CSc2nnc(-c3ccco3)o2)cc1	10	48	0.63	0.4	0.5	63*	-2	-6	4
38	COc1ccc(-c2nnc(SC(C)C(=O)Nc3c(C)n(C)n(-c4ccccc4)c3=O)o2)cc1 (stereo unspecified)	-6	3	0.39	0.9	1	7	12	7	-9
39	CCC(=O)N(CCc1ccccc1)Cc1cc2cc3c(cc2[nH]c1=O)OCO3	10	8	0.022	0.9	0.9	12	-9	-2	1
40	COc1cc(C(C)=O)ccc1OC(=O)C(C)N1C(=O)c2ccccc2C1=O (stereo unspecified)	-11	37	1.6	0.5	0.6	54*	-2	5	-8
41	CCOC(=O)C1=NNC(C(=O)c2ccc(OC)cc2)C1c1ccccc1 (stereo unspecified)	-2	38	0.0057	0.5	0.6	52*	26	2	-5
42	Cc1cc(-c2nc3ncccc3o2)ccc1N	6	/	1.3	/	/	/	-6	6	17
43	CC(C)Cn1cc(C(=O)NCc2cccs2)c2c3ccccc3n(C)c2c1=O	3	-8	0.42	0.8	1.1	17	-2	6	-30
44	COC(=O)c1cccc(NC(=O)Cn2cnc3ccccc3c2=O)c1	-26	75*	-0.36	0	0.3	98*	-3	1	-21
45	COCCCn1c(C2CCCCC2)nc2oc3cc(OC)ccc3c(=O)c2c1=O	-22	52*	0.069	0.3	0.5	70*	-16	2	8
46	Cc1nnc(SCC(=O)NC2CCCCC2)n(N)c1=O	-9	-19	0.39	1	1.2	-4	3	/	-11
47	O=C(Nc1cccnc1)c1coc(=O)c2ccccc12	59	6	0.88	0.9	0.9	7	-7	10	5
48	O=C(c1ccc(Cl)cc1Cl)N1CCC(c2nc3c(nnn3Cc3ccco3)c(=O)[nH]2)CC1	-30	4	1.8	0.4	1	59*	10	8	-14
49	CC(/C=N/NC(=O)c1ccncc1)=C\c1ccc(C(C)C)cc1	-18	22	0.31	0.9	0.8	9	16	/	-3
50	O=C(CCN1C(=O)COc2ccccc21)NCc1cccs1	-9	84*	1.2	1.1	0.2	-10	-7	-1	-11
51	CCn1c(SCc2ccc(C)cc2)nnc1-c1nn(-c2ccccc2)ccc1=O	17	-1	-0.42	0.9	1	5	-3	/	-56
52	Cc1sc2nc(CN(C(=O)NC3CCCCC3)C3CCCC3)[nH]c(=O)c2c1C	12	/	0.0079	/	/	/	2	-1	-2
53	C=CCOc1c(Cl)cc(CNCCC)cc1Cl	-22	59*	-0.67	0.8	0.4	24	-6	-3	-6
54	COc1ccc(CC(=O)Nc2ccc(-c3noc(COc4ccccc4C)n3)cc2)cc1	/	10	0.035	0.8	0.9	21	/	2	/
55	O=C(O)CCC(=O)CCC(=O)c1ccccc1	1	4	-1.9	1	1	-2	-11	6	10
56	COC(=O)C1CN(S(=O)(=O)c2ccccc2)CCN1S(=O)(=O)c1ccccc1 (stereo unspecified)	-3	98*	0.27	0.3	0	74*	10	7	16
57	C=CCSc1[nH]c(=O)cc(C)c1C(N)=O	7	-3	-0.56	1	1	-4	20	2	-14
58	Cc1cc(N2CCN(C(=O)c3ccco3)CC2)n2ncc(-c3ccccc3)c2n1	-9	27	0.57	0.6	0.7	36	-7	0	-55
59	O=C1CCc2cc(S(=O)(=O)N3CCCC3C(=O)N3CCN(c4ccccc4)CC3)ccc2N1 (stereo unspecified)	-7	-7	/	0.4	1.1	59*	7	11	-9
60	CC1CCN(S(=O)(=O)c2ccc(NC(=O)CSc3ncccc3C(=O)O)cc2)CC1	/	-6	-1.2	1	1.1	3	/	3	/

A draw from above in order of SMILES length, rising.
#	SMILES	TNFa cytotox	CYP2C19 inh	hDAT+cocaine	CYP2C9 act	CYP2C19 act	CYP2C9 inh	VCAM1 TNFa inh	Calb biofilm kill	HUVEC tox IL1B
55	O=C(O)CCC(=O)CCC(=O)c1ccccc1	1	4	-1.9	1	1	-2	-11	6	10
57	C=CCSc1[nH]c(=O)cc(C)c1C(N)=O	7	-3	-0.56	1	1	-4	20	2	-14
59	O=C1CCc2cc(S(=O)(=O)N3CCCC3C(=O)N3CCN(c4ccccc4)CC3)ccc2N1 (stereo unspecified)	-7	-7	/	0.4	1.1	59*	7	11	-9

(listing goes on)
#	SMILES	TNFa cytotox	CYP2C19 inh	hDAT+cocaine	CYP2C9 act	CYP2C19 act	CYP2C9 inh	VCAM1 TNFa inh	Calb biofilm kill	HUVEC tox IL1B
61	CCC(=O)c1ccccc1OCCN1C(=O)NC(C)(C)C1=O	-2	75*	-0.71	0.3	0.3	67*	7	7	-45
62	C/C(Cn1cnc([N+](=O)[O-])n1)=N\NC(=O)c1ccccc1F	/	/	0.67	/	/	/	9	7	-13
63	COc1ccc(C)cc1NC(=O)CN1CCN(S(=O)(=O)c2ccc(Cl)cc2)CC1	-3	66*	0.039	0.4	0.3	65*	1	0	6
64	COc1ccccc1S(=O)(=O)Cc1ccc(C(=O)NC2CCCCC2)o1	-6	7	/	0.9	0.9	7	19	5	6
65	CN(C)c1ccc(C(=S)N2CCOCC2)cc1Br	-12	30	-0.9	2.4*	0.7	-142	-16	/	-13
66	CCn1c(SCC(=O)Nc2nc3ccccc3s2)nc2c(c1=O)SC(C)C2 (stereo unspecified)	-38	97*	0.32	0	0	98*	16	6	-97
67	CC1CC(C)CN(CCCNC(=O)c2ccc3c(c2)NC(=O)C(N2CCCCC2)S3)C1 (stereo unspecified)	0	-6	0.77	1	1.1	2	-3	4	7
68	O=C(Cc1c(F)cccc1Cl)Nc1cccnc1	-20	39	0.87	0.9	0.6	6	2	6	-8
69	c1ccc(N2CCN(c3ncnc4c3oc3ccccc34)CC2)cc1	-28	-4	/	0.9	1	14	-3	6	-24
70	Cc1oc2ccc(O)cc2c1C(=O)c1ccc(Cl)cc1	13	31	-0.56	0.7	0.7	25	26	0	22
71	COc1ccc(-c2cc3n(n2)CCc2nc4ccccc4n2-3)cc1	/	-11	0.91	1.1	1.1	-9	/	2	14
72	O=C(c1cc2ccccc2oc1=O)N1CCN(C(=O)C2CCCO2)CC1 (stereo unspecified)	-12	19	-1.3	1.2	0.8	-22	0	4	-27
73	O=Cc1cn(-c2ccccc2)nc1-c1cc2ccccc2oc1=O	1	-11	0.87	0.8	1.1	18	17	5	6
74	CC(=O)N1CCN(c2ccc(NC(=O)c3ccc4c(c3)OCCO4)cc2)CC1	1	3	-0.053	0.8	1	25	-12	6	-5
